RXFP1 agonist = qHTS Assay for Agonists of the Relaxin Receptor RXFP1; HEK293T-RXFP1 cAMP TR-FRET, 30 min; response scale: percent of porcine relaxin response, buffer zero; Potency, µM (highest dose often 57.5 µM), inactives show top-dose activation, actives largely listed as activators; 0.3% of 370,000 active; also: potency is read from the fitted curve at half-maximal effect; % is scaled to controls: 0 for no effect and ±100 for the full control effect; nearly all actives have a fitted effect of over 60% in size; many of its hits are not listed in these tables
Target sequence (Q9HBX9 whole entry, looked up): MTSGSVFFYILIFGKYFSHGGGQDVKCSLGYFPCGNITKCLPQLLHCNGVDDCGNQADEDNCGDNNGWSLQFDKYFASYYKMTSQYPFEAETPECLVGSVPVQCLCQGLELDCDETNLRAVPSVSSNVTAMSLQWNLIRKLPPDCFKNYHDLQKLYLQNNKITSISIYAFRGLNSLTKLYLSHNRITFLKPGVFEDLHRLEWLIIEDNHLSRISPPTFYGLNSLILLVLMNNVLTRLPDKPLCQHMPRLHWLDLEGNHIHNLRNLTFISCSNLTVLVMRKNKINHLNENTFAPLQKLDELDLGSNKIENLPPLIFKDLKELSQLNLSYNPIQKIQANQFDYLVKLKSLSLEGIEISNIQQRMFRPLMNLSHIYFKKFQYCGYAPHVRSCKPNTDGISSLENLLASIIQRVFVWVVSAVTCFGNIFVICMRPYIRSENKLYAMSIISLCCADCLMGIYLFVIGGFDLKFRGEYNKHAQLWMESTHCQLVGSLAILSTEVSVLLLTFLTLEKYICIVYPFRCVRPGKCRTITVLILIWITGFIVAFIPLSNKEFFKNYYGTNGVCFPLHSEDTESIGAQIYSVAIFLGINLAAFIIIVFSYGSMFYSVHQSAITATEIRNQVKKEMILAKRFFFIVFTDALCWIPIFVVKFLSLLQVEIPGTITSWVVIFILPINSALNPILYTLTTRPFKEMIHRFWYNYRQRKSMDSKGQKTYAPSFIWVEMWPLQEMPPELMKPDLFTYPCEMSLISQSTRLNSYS
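cAMP rise read by TR-FRET after 30 min, 37C compound exposure (up to 58 uM) in RXFP1-transfected HEK293 cells with Ro 20174 present. EC50 from Hill-equation fits, with 29 nM porcine relaxin as 100% and buffer as basal.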
Anesthetic bind = qHTS Assay for Identification of Novel General Anesthetics | apoferritin/1-aminoanthracene competitive binding, fluorescence | AID 485281, 2010 | 0.074% of 350,000 active | Potency, µM (doses to about 77.5 µM), for inactives: top-dose activity change, negative = displacement, usual class: inhibitors | Ferritin light chain (Equus caballus), P02791; also: potency is read from the fitted curve at half-maximal effect; % is scaled to controls: 0 for no effect and ±100 for the full control effect; nearly all actives have a fitted effect of over 20% in size
Target sequence (P02791 2-175 limits assumed): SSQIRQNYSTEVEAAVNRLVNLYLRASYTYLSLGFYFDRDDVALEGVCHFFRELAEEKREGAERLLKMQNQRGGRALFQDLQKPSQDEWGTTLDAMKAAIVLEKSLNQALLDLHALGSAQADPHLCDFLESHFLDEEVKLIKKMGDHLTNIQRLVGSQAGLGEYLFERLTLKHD
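Read-out: endpoint 1-AMA fluorescence, excitation 380 nm and emission 535 nm, after compounds sit 10 min at room temperature with 10 uM horse-spleen apoferritin in 50% saturated 1-AMA/PBS. Values come from four-parameter Hill fits.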
D1 PAM = Potentiators of Human D1 Dopamine Receptor: qHTS; HEK293 TREx D1 cells, calcium flux, dopamine EC20 potentiation; potentiation, % at 10 µM; D(1A) dopamine receptor (Homo sapiens), P21728; 0.036% of 360,000 active; in the data active = potentiation above about 30%; also: 0% is about no effect
D2 PAM = HTS Assay for Positive Allosteric Modulators of the Human D2 Dopamine Receptor: Primary Screen for Potentiators; HEK293 T-REx D2, calcium flux, EC20 dopamine potentiation; potentiation, % at 10 µM; 0.34% of 340,000 active; AID 485347, 2010;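 active = potentiation over 3 SD above the plate norm, cut at about 30% in these data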; also: 0% is about no effect
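Cells plated with tetracycline inducer and held overnight at 30 C; calcium dye loaded 30–90 min at room temperature; baseline taken, compound added and read 180 s; EC20 dopamine then added and read 180 s.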
D1 antagonist = Antagonist of Human D 1 Dopamine Receptor: qHTS. 3.2% of 360,000 active. activity change, negative = inhibition, % at 10 µM. HEK293 TREx D1 cells, calcium flux, dopamine EC80; stronger effect = lower value. AID 504652, 2011; in the data active = activity change below about -30%; also: % is scaled to controls: 0 for no effect and ±100 for the full control effect
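Tetracycline-induced HEK293 T-REx cells with force-coupled D1 receptor were loaded with a no-wash calcium dye. Compound was added after a 10 s baseline and read kinetically for 180 s; EC80 dopamine was then added and calcium flux followed another 180 s.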
D1 agonist = Allosteric Agonists of the Human D1 Dopamine Receptor: qHTS; D(1A) dopamine receptor (Homo sapiens), P21728; HEK293 T-REx D1 cells, calcium flux, agonist mode; activation, % at 2 µM; 1% of 360,000 active; AID 504660, 2011; in the data active = activation above about 30%; also: 0% is about no effect
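Agonism was scored from calcium flux recorded over 180 s (1 read/s) after pintool compound addition, following a 10-cycle baseline. Cells were inducible force-coupled HEK293 TREx D1, plated overnight at 30 C and loaded with no-wash calcium dye.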
RXFP1 antagonist = qHTS Assay for Antagonists of the Relaxin Receptor RXFP1; activity change, negative = inhibition, % at 57.5 µM; AID 1259400, 2018; Relaxin receptor 1 (Homo sapiens), Q9HBX9; HEK293-RXFP1, relaxin-stimulated cAMP HTRF, 30 min; stronger effect = lower value; 0.59% of 350,000 active;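 active = activity change of -60% or lower, but not beyond a set lower limit; inconclusive = change between -60% and -40%, or beyond the set limit; inactive = change above -40%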; also: % is scaled to controls: 0 for no effect and ±100 for the full control effect
TRHR PAM = qHTS for Small Molecule Agonists and Allosteric Enhancers of Human TRH Receptor: Primary Screen for Enhancers. 0.66% of 360,000 active. Thyrotropin-releasing hormone receptor (Homo sapiens), P34981. TRHR cells, fluo-8 calcium fluorescence, EC20 TRH enhancement. enhancement, % at 2 µM. AID 493056, 2011; in the data active = enhancement above about 30%; also: 0% is about no effect
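TRHR-expressing cells loaded with fluo-8 calcium dye were read kinetically (ex 480/em 530) during compound addition, then stimulated with an EC20 of TRH (10 nM final). Enhancement of the Gq-mediated intracellular calcium response was scored.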
TRHR ag = qHTS for Small Molecule Agonists and Allosteric Enhancers of Human TRH Receptor: Primary Screen for Agonists. activation, % at 2 µM. Thyrotropin-releasing hormone receptor (Homo sapiens), P34981. 0.18% of 360,000 active. TRHR cells, calcium flux fluo-8, FDSS agonist mode; in the data active = activation above about 30%; also: 0% is about no effect
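TRHR-expressing cells, plated overnight in medium with 10% serum, were loaded with fluo-8 calcium dye at room temperature. After a 10 s baseline, library compound was pin-added and calcium release was recorded kinetically (ex 480/em 530) as agonist response.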
Numbers without * were called inactive; ? = inconclusive; . = no result given; & = joins results of further samples; [ ] = another dose, or the depositor's remark. Unless noted, calls follow the shape of the dose curve; as a rule, active = well fitted curve in the direction sought with a large enough effect; inconclusive = small, poorly fitted or top-dose-only effect, or another doubt; inactive = no such curve, though single readings can be large; an effect the other way counts as inactive or inconclusive. This is a subset (hit frequency here may not be typical).

cpd	Compound	RXFP1 agonist	Anesthetic bind	D1 PAM	D2 PAM	D1 antagonist
1	CCOc1ccc(-n2c(SCC(=O)Nc3ccc(C(=O)O)cc3)nc3ccccc3c2=O)cc1	4.5%	-3%	1	-7	7
2	CCN(CC(=O)Nc1ccc(NC(C)=O)cc1)C(=O)c1cccc(S(=O)(=O)N2CCc3ccccc3C2)c1	0.2%	.	-4	1	15
3	CSc1nc2ccccc2cc1/C=C(\C#N)c1ccc(Cl)cc1Cl	3.7%	-9%	-4	13	-18
4	COc1cc(C(=O)OCc2cc(=O)n3nc(C(C)C)sc3n2)cc(OC)c1OC	5.7%	-10%	-5	17	19
5	CC(=O)N1CCN(c2ccc(N=Cc3c(O)n(Cc4ccccc4)c(=O)[nH]c3=O)cc2)CC1	2.1%	1%	-3	4	7
6	Cc1cc(C)c(C)c(S(=O)(=O)NC2CCCCC2)c1C	4.5%	?	1	0	18
7	COc1cc(OC)c(C2CC(=O)N3CN(c4ccc(C)cc4)CSC3=C2C#N)cc1OC (stereo not given)	2.8%	?	-4	4	-11
8	O=C(COC(=O)c1cc(-c2cccc3ccccc23)nc2ccccc12)NC1CCS(=O)(=O)C1 (stereo not given)	-0.5%	3%	-4	6	-17
9	COc1ccc(OCc2cccc(C(=O)N3CCCC3)c2)cc1	-3.3%	-9%	5	4	-5
10	COc1ccc(NC(=O)C2CCCN(S(C)(=O)=O)C2)cc1 (stereo not given)	-1.3%	-4%	-3	0	-12

cpd	D1 agonist	RXFP1 antagonist	TRHR PAM	TRHR ag
1	2	4	8	0.6
2	4	-8	-1	0.8
3	1	-3	-2	0.3
4	1	.	7	0.5
5	3	-2	-1	0.1
6	3	-23	-7	-0.6
7	1	4	-12	0.1
8	0	11	5	0.0
9	1	-3	-5	-0.1
10	2	4	0	0.5

Overlap with the part before: three entries, followed by the next part.
cpd	Compound	RXFP1 agonist	Anesthetic bind	D1 PAM	D2 PAM	D1 antagonist
8	O=C(COC(=O)c1cc(-c2cccc3ccccc23)nc2ccccc12)NC1CCS(=O)(=O)C1 (stereo not given)	-0.5%	3%	-4	6	-17
9	COc1ccc(OCc2cccc(C(=O)N3CCCC3)c2)cc1	-3.3%	-9%	5	4	-5
10	COc1ccc(NC(=O)C2CCCN(S(C)(=O)=O)C2)cc1 (stereo not given)	-1.3%	-4%	-3	0	-12
11	CN(C)C(CNC(=O)CCNS(=O)(=O)c1ccccc1C(F)(F)F)c1ccccc1 (stereo not given)	0.7%	.	.	-2	7
12	CCOC(=O)Cc1nnc(NC(=O)CSc2ccccc2)s1	0.8%	2%	-5	2	-5
13	CC(C)c1ccc2oc(-c3ccc(N)cc3)nc2c1	1.3%	?	1	11	-6
14	Cc1ccccc1NC(=O)c1ccccc1NC(=O)c1cccs1	9.4%	-3%	-5	3	14
15	CCOc1ccccc1Oc1cn[nH]c1-c1ccc(O)cc1O	-0.9%	-5%	-8	12	-15
16	COc1ccc(N2CCN(c3oc(Cc4cccc5ccccc45)nc3C#N)CC2)cc1	-1.7%	-5%	-5	19	-11
17	Cc1cccc(C)c1NC(=O)COC(=O)c1ccc([N+](=O)[O-])o1	3.8%	-4%	-2	11	-4
18	O=C(Nc1nnc(-c2ccc3c(c2)CCCC3)o1)c1ccccc1	-0.4%	?	3	-6	-18
19	O=C(C1CCN(S(=O)(=O)c2cccc3cccnc23)CC1)N1CCCC1	-0.7%	-5%	-6	-13	-2
20	Cc1cccc(S(=O)(=O)C(C#N)c2nc3ccccc3nc2N2CC(C)OC(C)C2)c1 (stereo not given)	4.3%	57%[activator]	-8	-3	3

cpd	D1 agonist	RXFP1 antagonist	TRHR PAM	TRHR ag
8	0	11	5	0.0
9	1	-3	-5	-0.1
10	2	4	0	0.5
11	3	5	4	0.0
12	11	3	-5	0.0
13	1	-12	15	2.7
14	-2	-4	-5	-0.9
15	3	6	9	-0.4
16	1	-9	1	1.9
17	1	8	2	1.4
18	1	.	4	8.5
19	1	.	-6	-0.2
20	11	-5	5	-0.6

More records follow.
cpd	Compound	RXFP1 agonist	Anesthetic bind	D1 PAM	D2 PAM	D1 antagonist
21	COc1ccccc1CNS(=O)(=O)c1ccc2c(c1)NC(=O)C(C)S2 (stereo not given)	-3.2%	-12%	-6	6	-26
22	O=C(NCCO)C(=O)NCC(c1ccc2c(c1)OCO2)N1CCN(c2ccc(F)cc2)CC1 (stereo not given)	0.5%	-10%	-3	-1	20
23	CC(=O)Nc1ccc(/C=N/Nc2nc3ccccc3s2)cc1	-0.3%	1%	-4	-4	-6
24	CCOc1cc(-c2cc(-c3ccc(NC(C)=O)cc3)nc(N)c2C#N)ccc1O	3.3%	241%[activator]	0	-5	2
25	Cc1cc(NCCCO)n2nc(-c3cccs3)cc2n1	0.0%	-6%	-2	0	0
26	CC/C=C/C(=O)N1CC2(CC(c3cccc(NC(=O)c4ccccc4)c3)=NO2)C[C@@H]1C(N)=O (stereo not given in full)	-1.8%	-15%	-2	10	20
27	CCOC(=O)CSc1nnc(CNC(=O)c2ccco2)n1C	-1.9%	-7%	0	-6	-7
28	O=C(c1cccc(C(F)(F)F)c1)C1CCCN(C(=O)Cn2cncn2)C1 (stereo not given)	5.6%	-5%	0	-5	7
29	CC(C)CN(C(=O)CCC(=O)OCC(=O)N(C)c1ccccc1)c1c(N)n(CC(C)C)c(=O)[nH]c1=O	-0.2%	.	8	.	-4
30	COCCN(C(=O)C1CCN(C(=O)c2ccccc2C)CC1)c1c(N)n(CC(C)C)c(=O)[nH]c1=O	-0.1%	.	.	5	8

cpd	D1 agonist	RXFP1 antagonist	TRHR PAM	TRHR ag
21	10	38	0	0.5
22	3	-5	1	0.2
23	2	6	-2	1.2
24	7	7	3	-1.0
25	4	0	5	-1.6
26	2	.	-3	0.2
27	3	-1	-4	0.6
28	0	4	2	0.1
29	0	-2	-6	0.5
30	9	7	-1	0.1

(next part)
cpd	Compound	RXFP1 agonist	Anesthetic bind	D1 PAM	D2 PAM	D1 antagonist
31	O=C(N/N=C/c1ccc(N2CCOCC2)cc1)C1CC1	-1.4%	-1%	-5	1	5
32	Cc1ccc(-c2nc(CS(=O)CC(=O)O)c(C)o2)cc1 (stereo not given)	-1.8%	-1%	-1	-13	1
33	N/C(=N\S(=O)(=O)c1cccs1)c1ccccc1Cl	2.4%	-10%	-2	9	-6
34	COc1ccccc1NC(=O)CSc1ccc2nnc(-c3cccnc3)n2n1	8.0%	2%	-1	3	5
35	COC(=O)C(/C=N/OCc1ccc([N+](=O)[O-])cc1)NC(=O)c1ccccc1 (stereo not given)	0.7%	?	-3	-4	3
36	COc1ccccc1NC(=O)Cn1c(=O)oc2ccccc21	1.0%	-4%	-5	11	-17
37	O=C(CN1C2=NCCCN2c2ccccc21)c1cccc(Br)c1	-1.2%	0%	-8	8	1
38	O=C(Nc1ccc([N+](=O)[O-])cn1)c1cccnc1	-0.4%	-12%	16	1	-10
39	Cc1ccc(NC(=O)C2CCCN(S(=O)(=O)c3ccc4c(c3)oc(=O)n4C)C2)nc1 (stereo not given)	2.5%	3%	13	-15	-10
40	O=C(CCCN1C(=O)NC2(CCCC2)C1=O)Nc1ccc(Cl)c(S(=O)(=O)N2CCOCC2)c1	1.4%	.	-2	-7	-3

cpd	D1 agonist	RXFP1 antagonist	TRHR PAM	TRHR ag
31	1	-3	-2	-0.2
32	-3	-3	-1	-0.1
33	6	5	6	-0.4
34	1	.	3	0.5
35	30*	-3	-7	2.5
36	2	-3	13	0.1
37	38*	-11	11	-0.5
38	0	-4	1	0.3
39	1	.	-4	-0.1
40	1	-5	-4	0.0

Copied from the list.
TRHR ag with COc1ccccc1NC(=O)Cn1c(=O)oc2ccccc21 is entered as 0.1
RXFP1 agonist with Cc1ccc(-c2nc(CS(=O)CC(=O)O)c(C)o2)cc1 (stereo not given) is entered as -1.8%

Remaining list, next part:
cpd	Compound	RXFP1 agonist	Anesthetic bind	D1 PAM	D2 PAM	D1 antagonist
41	CC(Sc1nc2ccccc2c(=O)n1C)C(=O)NC1CCCCC1C (stereo not given)	-0.4%	.	8	-4	-21
42	COc1cc(-c2c(NC(=O)c3ccco3)oc3ccccc3c2=O)cc(OC)c1OC	0.8%	-6%	-2	15	-12
43	Cc1ccc(-n2[nH]c(C)c(/C=N/c3ccccn3)c2=O)cc1	1.2%	-13%	5	11	-8
44	CSc1ccc(C2C(C#N)=C(N)Oc3c2ccc(=O)c2c(C)oc(C)c32)cc1 (stereo not given)	-0.7%	-1%	-1	4	-13
45	CCn1ncc(C(=O)Nc2cc(C)on2)c1C	4.7%	-7%	-1	-4	11
46	CCN(CC)c1ccc(NC2=C(Cl)C(=O)c3ccccc3C2=O)cc1	-4.0%	4%	-7	1	-39*
47	O=S(=O)(Nc1cccc2cccnc12)c1ccc2ccccc2c1	.	3%	0	.	-3
48	COc1ccc(C2/C=C\CN(S(=O)(=O)c3ccc(-c4ccccc4)cc3)CC(=O)N2Cc2ccc(F)cc2)cc1 (stereo not given)	2.3%	55%&-3%[activator]	3	-4	5
49	CCc1ccc(-n2c(Cc3ccccc3)nnc2SCc2nc(-c3cccs3)no2)cc1	0.8%	51%[activator]	18	9	-37*
50	COc1ccccc1C(=O)N1CCN(C(=O)Cc2ccccc2)CC1	1.8%	-2%	-6	.	-11

cpd	D1 agonist	RXFP1 antagonist	TRHR PAM	TRHR ag
41	6	-8	-2	-0.4
42	8	8	-6	-0.7
43	-1	-4	-8	-0.3
44	28	-18	3	-0.6
45	1	-22	13	0.3
46	1	1	-18	-0.1
47	9	.	-4	-0.2
48	4	.	-4	0.3
49	84*	.	2	-1.3
50	1	2	3	0.3

From PubChem
